Source: PubChem (National Center for Advancing Translational Sciences (NCATS))
TRHR enhancer: allosteric enhancers of human TRH receptor. P34981. TRHR cells, fluo-8 calcium fluorescence, EC20 TRH enhancement. enhancement, % at 2 µM. hit rate 0.66% among 360,000; in the data active = enhancement above about 30%; also: 0% is about no effect
Target sequence (P34981 whole entry, looked up): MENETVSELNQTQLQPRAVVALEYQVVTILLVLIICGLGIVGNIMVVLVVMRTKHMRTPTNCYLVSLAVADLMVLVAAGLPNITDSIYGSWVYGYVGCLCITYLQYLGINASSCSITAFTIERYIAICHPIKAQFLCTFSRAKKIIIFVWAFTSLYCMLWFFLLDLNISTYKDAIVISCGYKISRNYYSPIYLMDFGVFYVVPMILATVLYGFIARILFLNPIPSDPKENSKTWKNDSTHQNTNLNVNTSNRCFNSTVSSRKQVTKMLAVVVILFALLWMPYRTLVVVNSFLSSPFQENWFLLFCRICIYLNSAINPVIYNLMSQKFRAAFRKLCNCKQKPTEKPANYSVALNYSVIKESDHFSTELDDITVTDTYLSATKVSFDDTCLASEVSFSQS
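Enhancer read-out: after compound pinning and an initial kinetic agonist-mode read, an EC20 of TRH (10 nM final) was injected and fluo-8 calcium signal (Ex 480/Em 530) followed at 1 s/cycle for 100 cycles in TRHR-expressing cells.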
D2 antag: D2 dopamine receptor (human) antagonism. AID 485344. HEK293 TREx D2 cells, calcium flux, dopamine EC80. hit rate 2% among 340,000. P14416. inhibition, % at 10 µM; in the data active = inhibition above about 30%; also: 0% is about no effect
Target sequence (P14416 whole entry, looked up): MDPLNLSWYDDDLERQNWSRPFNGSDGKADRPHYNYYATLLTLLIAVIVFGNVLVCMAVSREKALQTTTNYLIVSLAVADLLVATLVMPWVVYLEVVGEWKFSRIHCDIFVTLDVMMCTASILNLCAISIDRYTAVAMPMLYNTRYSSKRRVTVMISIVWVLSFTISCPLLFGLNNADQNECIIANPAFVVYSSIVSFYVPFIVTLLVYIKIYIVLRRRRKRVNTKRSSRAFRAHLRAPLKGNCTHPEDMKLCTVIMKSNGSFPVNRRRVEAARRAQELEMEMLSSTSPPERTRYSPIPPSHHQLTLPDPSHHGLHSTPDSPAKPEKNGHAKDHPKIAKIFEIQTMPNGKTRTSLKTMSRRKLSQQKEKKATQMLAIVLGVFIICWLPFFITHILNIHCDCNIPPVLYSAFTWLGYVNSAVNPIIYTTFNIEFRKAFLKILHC
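Inhibition of EC80 dopamine-driven calcium flux, recorded kinetically, defines activity here; cells are a tetracycline-induced HEK293 T-REx line expressing force-coupled D2.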
D1 antag: antagonists of human D1 dopamine receptor; P21728; HEK293 TREx D1 cells, calcium flux, dopamine EC80; stronger effect = lower value; activity change, negative = inhibition, % at 10 µM; hit rate 3.2% among 360,000; AID 504652; in the data active = activity change below about -30%; also: % is scaled to controls: 0 for no effect and ±100 for the full control effect
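Cells carrying a force-coupled, tetracycline-inducible human D1 receptor report calcium flux. Each well gets a 10 s baseline, compound with 180 s monitoring, then an EC80 dopamine stimulus with a second 180 s kinetic read.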
D1 PAM: potentiators of human D1 dopamine receptor; potentiation, % at 10 µM; hit rate 0.036% among 360,000; P21728; HEK293 TREx D1 cells, calcium flux, dopamine EC20 potentiation; in the data active = potentiation above about 30%; also: 0% is about no effect
RXFP1 antagonist: antagonists of human relaxin receptor RXFP1; Q9HBX9; HEK293-RXFP1, relaxin-stimulated cAMP HTRF, 30 min; stronger effect = lower value; activity change, negative = inhibition, % at 57.5 µM; hit rate 0.59% among 350,000; AID 1259400;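 active = activity change of -60% or lower, but not beyond a set lower limit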; also: % is scaled to controls: 0 for no effect and ±100 for the full control effect
D2 PAM: positive allosteric modulators of human D2 dopamine receptor | potentiation, % at 10 µM | P14416 | hit rate 0.34% among 340,000 | AID 485347 | HEK293 T-REx D2, calcium flux, EC20 dopamine potentiation;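 active = potentiation over 3 SD above the plate norm, cut at about 30% in these data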; also: 0% is about no effect
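Using a no-wash calcium dye in inducible, force-coupled HEK293 Trex cells expressing D2, we tracked fluorescence each second for 180 s after compound, then for 180 s after EC20 dopamine to detect augmented signalling.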
TRHR ag: activates the human TRH receptor | P34981 | TRHR cells, calcium flux fluo-8, FDSS agonist mode | activation, % at 2 µM | hit rate 0.18% among 360,000; also: 0% is about no effect
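Read-out: compound-evoked intracellular calcium rise in TRHR cells, fluo-8 dye, kinetic FDSS fluorescence at 1 s/cycle following a 10-cycle baseline. Cells cultured overnight before dye loading (30 min–1.5 h, RT).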
D2 ag: D2 dopamine receptor (human) agonism. activation, % at 2 µM. P14416. hit rate 0.53% among 340,000. HEK293 T-REx D2 cells, calcium flux agonist mode;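 active = activation over 3 SD above normal in the single-dose calcium agonist read, cut at about 30% in these data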; also: 0% is about no effect
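Tetracycline-induced HEK293 Trex cells with D2 receptor force-coupled to calcium signaling, plated overnight at 30 C and loaded with no-wash calcium dye. Calcium flux read kinetically for 180 s after compound addition; responses flag agonists.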
D1 agonist: human D1 receptor agonism; hit rate 1% among 360,000; activation, % at 2 µM; HEK293 T-REx D1 cells, calcium flux, agonist mode; P21728; AID 504660; also: 0% is about no effect
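Tetracycline-induced HEK293 TREx D1 cells, force-coupled to calcium signalling, were dye-loaded with a no-wash calcium kit. Compound was pin-added after a 10 s baseline. Fluorescence was read kinetically at 1 cycle/s for 180 s, with calcium rises flagged as agonism.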
* hit, by the source's call; nt = not tested or not shown. Rule as the data show it, unless noted: active = activation above about 30%; inactive = the rest.

molecule	TRHR enhancer	D2 antag	D1 antag	D1 PAM	RXFP1 antagonist	D2 PAM	TRHR ag	D2 ag	D1 agonist
O=C(NCc1ccccc1)c1ccc(NC(=O)N2CCSc3ncccc32)cc1	0	nt	-24	-3	-1	-3	-0.7	0.5	4
COC(=O)CSC1=C(C#N)C(c2sccc2C)CC(=O)N1 (stereo not drawn)	1	nt	-4	-7	-3	nt	0.2	nt	0
O=C(CN1CCN(S(=O)(=O)N2CCCCCC2)CC1)Nc1ccc(Br)cc1	-2	10	0	-6	-8	1	0.3	-0.4	13
NC(=O)c1cc2ccncc2c2ccccc12	-6	20	-3	3	0	7	0.4	-0.9	1
O=C(OCCO)c1cc(Cl)c(C(=O)OCCO)cc1Cl	-5	11	-15	-2	5	5	0.1	-1.4	2
COc1ccc(CSc2nc3ccccc3c(=O)n2CCCN2CCOCC2)cc1F	9	-11	19	2	-30	9	0.9	-1.7	6
Cc1ccc(NC(=O)C(=O)NCC2CCCN2S(=O)(=O)c2cccs2)c(C)c1 (stereo not drawn)	0	9	-10	-4	3	6	-0.5	0.0	8
CCOC(=O)c1ccccc1NC(=O)CC1SC(=NC)N(C)C1=O (stereo not drawn)	-5	5	-6	-6	-14	-6	-1.0	11	1
O=C(Nc1ccccc1)c1ccc(NCC2CCCO2)c([N+](=O)[O-])c1 (stereo not drawn)	-10	-1	-10	-5	nt	-9	-0.6	-1.3	2
O=[N+]([O-])c1cccc(/C=N/NS(=O)(=O)c2ccccc2)c1	2	-6	1	8	-4	3	0.0	0.2	1

molecule	TRHR enhancer	D2 antag	D1 antag	D1 PAM	RXFP1 antagonist	D2 PAM	TRHR ag	D2 ag	D1 agonist
Cc1cc(C(=O)N/N=C/c2ccc(N(C)C)cc2)c2ccccc2n1	-5	3	-10	-3	-14	nt	0.3	0.6	0
Cc1ccc(C(=O)NCC(=O)N2CCCN(S(=O)(=O)c3ccc(C)cc3)CC2)cc1	-3	5	-4	0	-6	5	-0.6	-0.5	1
O=C(N/C=N/O)C1=NOC(CNc2ncc(C(F)(F)F)cc2Cl)C1 (stereo not drawn)	10	-9	-3	3	5	0	-0.4	-1.9	1
O=C(CN1CCOc2ccccc21)NCc1cccs1	-10	-1	-6	-1	17	10	-0.4	0.6	2
O=S(=O)(N1CCCCC1)N1CCN(S(=O)(=O)N2CCCCC2)CC1	4	1	-6	1	-8	-8	0.6	-0.3	0
CCOC(=O)c1c(C)[n+](-c2ccc(C)cc2)c(CC)c2cc(OC)c(OC)cc12	6	1	-3	-5	-2	6	-0.2	-0.7	2
CN(C)/C=C(/C(=O)c1ccc(Cl)cc1Cl)S(=O)(=O)c1ccc(Cl)cc1	-3	25	1	-2	-3	2	-0.3	0.1	2
O=C(NC(Cc1ccccc1)C(=O)O)C1CCN(S(=O)(=O)c2cccc(C(F)(F)F)c2)CC1 (stereo not drawn)	0	10	0	-2	0	-4	-0.2	-0.1	1
Cc1ccc(-c2c(C(=O)N3CCN(c4ccc(F)cc4)CC3)oc(=O)c3ccccc23)cc1	2	nt	24	-1	nt	-6	0.4	0.4	2
COc1ccc(CN2C(=O)c3cccnc3C2=O)cc1S(=O)(=O)N(C)Cc1ccco1	4	-15	-10	-4	17	0	0.0	-0.4	1

molecule	TRHR enhancer	D2 antag	D1 antag	D1 PAM	RXFP1 antagonist	D2 PAM	TRHR ag	D2 ag	D1 agonist
CC(=O)c1ccc(OCC(O)CN2CCN(CC(O)COc3ccc(C(C)=O)cc3)CC2)cc1 (stereo not drawn)	-2	-11	-11	-5	-7	-1	1.1	-0.1	5
CC(C)(C)n1nc2c(c1NC(=O)Cc1ccc(F)cc1)CSC2	-6	35*	14	nt	nt	3	-0.1	0.6	5
O=C(Cc1ccccc1)NCC(=O)Nc1cccc(Br)c1	7	10	-13	-11	9	-8	9.8	-0.5	5
Cc1ccccc1CNC(=O)Nc1ccc(Cl)cc1	6	nt	-46*	-6	10	1	-0.2	nt	4
CS(=O)(=O)Nc1cccc(C2=NN(S(C)(=O)=O)C(c3ccccc3)C2)c1 (stereo not drawn)	0	3	3	-2	-3	-3	0.4	-0.6	5
COc1ccccc1NS(=O)(=O)c1cccc(C(=O)N/N=C(\C)c2ccncc2)c1	9	-10	7	2	-11	20	0.3	0.0	2
COCCOC(=O)c1c(C)oc2ccc(OC(=O)c3ccc4c(c3)OCO4)cc12	-5	11	-9	-8	-15	0	0.9	0.0	11
Cc1ccc(NC(=O)c2ccc(NS(=O)(=O)/C=C/c3ccccc3)cc2)nc1	-1	nt	4	-4	-2	nt	-0.4	nt	2
O=C(NC(=S)Nc1ccccc1N1CCOCC1)c1ccc([N+](=O)[O-])cc1	-2	7	-4	2	12	2	0.3	2.0	1
Cc1ccc(-c2csc(N)n2)s1	7	-2	-5	11	7	4	-0.4	-0.1	1

Whole records from above. Values in the order: TRHR enhancer	D2 antag	D1 antag	D1 PAM	RXFP1 antagonist	D2 PAM	TRHR ag	D2 ag	D1 agonist
`CC(=O)c1ccc(OCC(O)CN2CCN(CC(O)COc3ccc(C(C)=O)cc3)CC2)cc1` (stereo not drawn) is listed as -2	-11	-11	-5	-7	-1	1.1	-0.1	5
`Cc1ccc(NC(=O)c2ccc(NS(=O)(=O)/C=C/c3ccccc3)cc2)nc1` is listed as -1	nt	4	-4	-2	nt	-0.4	nt	2
`CC(C)(C)n1nc2c(c1NC(=O)Cc1ccc(F)cc1)CSC2` is listed as -6	35*	14	nt	nt	3	-0.1	0.6	5

Next part
molecule	TRHR enhancer	D2 antag	D1 antag	D1 PAM	RXFP1 antagonist	D2 PAM	TRHR ag	D2 ag	D1 agonist
O=c1cc(O)c2sc(Nc3cccc(C(F)(F)F)c3)nc2[nH]1	3	-4	-6	0	-3	7	0.7	0.7	4
COc1ccc(C2CC(c3ccccc3)=NN2C(=O)c2ccc(F)cc2)cc1 (stereo not drawn)	-2	17	-10	-8	-4	5	0.7	2.3	1
O=C1Nc2ccc(Br)cc2C1=C1CCCCC1	4	-5	-2	-5	-4	6	-0.4	0.3	2
Cc1cc(C)c(S(=O)(=O)NCC(CCC(=O)O)C(F)(F)F)c(C)c1 (stereo not drawn)	-1	-7	34	1	-2	0	-0.1	-0.1	2
Cc1cc2cc(CN(Cc3ccco3)C(=S)NCC3CCCO3)c(=O)[nH]c2cc1C (stereo not drawn)	2	10	-7	-3	nt	3	-0.1	-0.9	1
CCCNC(=O)c1ccc2c(c1)CCN2S(C)(=O)=O	-2	19	nt	-4	9	-7	1.0	1.6	1
CC(=O)N(C)c1nnc(-c2cnccn2)s1	-6	-37	5	-4	nt	-2	-0.2	0.4	2
COc1ccc(C2/C=C\CN(C(=O)OCc3ccccc3)CC(=O)N2Cc2ccc(F)cc2)cc1 (stereo not drawn)	1	-5	4	8	nt	13	0.1	0.9	4
CCOc1ccc(NC(=O)c2sc3nc(N4CCOCC4)c4c(c3c2N)CCCC4)cc1	2	-15	-2	2	14	0	-0.1	-0.4	1
Cc1nnc(-c2cccc(C(F)(F)F)c2)nc1N1CCOCC1	-2	3	0	5	-11	10	-0.5	0.7	3

molecule	TRHR enhancer	D2 antag	D1 antag	D1 PAM	RXFP1 antagonist	D2 PAM	TRHR ag	D2 ag	D1 agonist
COc1ccccc1CNC(=O)CC(NS(=O)(=O)c1ccc(C)cc1)c1ccco1 (stereo not drawn)	0	-17	8	0	-2	2	-2.0	-0.1	1
COc1ccc2nc3ccccc3nc2c1NC(=O)c1ccc(Cl)cc1	-1	-3	-5	6	-5	8	0.4	0.0	2
Cc1cccc(NC(=O)CSc2nc(=O)n(CCCN3CCOCC3)c3c2CCCC3)c1	-1	0	4	-6	-10	-2	-1.2	-0.4	-1
COC(=O)c1ccn(CSc2cc(Cl)ccc2Cl)n1	-6	42*	-8	0	2	-1	0.0	1.1	4
CC(C)c1ccc(NC(=O)Cc2c(C(=O)O)n(C)c3ccccc23)cc1	2	-25	-4	5	-9	-8	-0.1	0.0	0
COc1ccc(NC(=O)CSc2nc3ccccc3n2CC(=O)N2CCCC(C)C2)cc1 (stereo not drawn)	2	nt	0	0	-4	2	-0.5	-0.1	-2
O=C(CSc1ccc2nnc(-c3ccccn3)n2n1)NCc1ccc2c(c1)OCO2	0	-4	4	2	nt	3	0.1	0.4	6
Cc1ccccc1NC(NC(=O)c1cccs1)C(Cl)(Cl)Cl (stereo not drawn)	-10	8	-27	-9	-23	-1	5.0	2.3	3
O=C(C(Sc1ccccc1)c1ccccc1)N1CCN(c2ccccc2)CC1 (stereo not drawn)	-1	3	-13	-7	-13	-1	0.2	1.3	4
Cc1cc(S(=O)(=O)Nc2ccc(C(=O)NCc3cccnc3)cc2)ccc1F	9	0	-6	-1	-1	5	-0.2	-0.1	6

molecule	TRHR enhancer	D2 antag	D1 antag	D1 PAM	RXFP1 antagonist	D2 PAM	TRHR ag	D2 ag	D1 agonist
O=C(N/N=C/c1c[nH]c2ccc(Br)cc12)c1ccn(Cc2ccc(Cl)cc2Cl)n1	-4	23	3	-2	-17	9	2.2	-0.2	3
COc1ccc(S(=O)(=O)N2CCOC2CNC(=O)C(=O)NCC(C)C)cc1 (stereo not drawn)	-1	10	2	10	-8	-19	-0.2	-0.2	1
CCOC(=O)CSc1nnc(CNC(=O)c2ccc(S(=O)(=O)N3CCCC3)cc2)n1C	-2	15	7	-2	nt	nt	-2.0	1.1	54*
O=C(NCc1ccccc1Cl)C1CCC(=O)N1Cc1ccc(F)cc1 (stereo not drawn)	-3	4	3	9	4	-8	-0.1	0.8	4
CCN(Cc1cc2ccccc2[nH]c1=O)C(=O)c1cccc([N+](=O)[O-])c1	1	2	3	-10	16	-10	0.2	-0.7	1
COc1cc([N+](=O)[O-])ccc1-c1ccc(/C=N/NC(=O)c2ccccc2O)o1	6	-4	-5	-5	nt	8	3.9	2.6	10
CC[n+]1c(/C=C/N(C)c2ccccc2)oc2ccccc21	3	0	-11	-6	-12	-3	0.3	-0.7	2
